miR-122 sensor = miR-122 inhibition in Huh7 cells | activation (reporter increase), % at 12.5 µM | Huh7 miR-122 Renilla luciferase sensor, 48 h; neutral wells = 0, positive control = 100 | 340,000 compounds, 0.3% hits;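 active means mean replicate activation score at least 90 and every replicate individually at or above 90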;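 further: higher luciferase means less miR-122 activity so hits act as miR-122 inhibitors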
Cneo AK release = Cryptococcus neoformans lysis via adenylate kinase release | C. neoformans lysis, adenylate kinase release luminescence, 4 h; normalised: neutral wells 0, clomiphene wells 100 | 360,000 compounds, 0.2% hits | lysis activity, % at 15 µM;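 active means mean lysis activity across replicates of at least 80%, whatever share of replicates individually reach that level; inactive means mean lysis activity below 80%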
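Material: C. neoformans cells | Amount: Yeast cell density of 5 × 10^6 cells/mL | Medium: Fresh YPD growth medium | Dosing: Single dose | Times: Static 4 h at 37 °C with compound, 1 h detection | Detection: AK luminescence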
RAD54 branch = RAD54 (human) branch migration inhibition. Q92698. RAD54 Holliday junction branch migration, FAM/BHQ fluorescence. inhibition, % at 10.4 µM. 360,000 compounds, 0.14% hits. AID 602329;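 active means mean normalized replicate activity at least 40 and at least half of replicates scoring 40 or more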;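 further: 0% = median of neutral control wells and 100% = median of positive control wells; inhibitors cause a drop in the FAM fluorescence signal; in these data hits start at about 50%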
E-selectin induc = E-selectin induction on HUVECs; P16581; HUVEC E-selectin immunofluorescence imaging; normalized: neutral wells 0, TNF-alpha wells 100; activation, % at 7.58 µM; 260,000 compounds, 0.37% hits;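 active means mean E-selectin-positive cell signal at least 10% of the positive control, reached in at least 60% of replicates, without over 20% cell loss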;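 further: in these data hits start at about 27%; measured in HUVEC primary endothelial cells; signal is the percent of cells scored E-selectin positive by PE staining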
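assay system = HUVEC, human umbilical vein endothelial cells | input = 3,000 HUVEC seeded per well | medium = EGM-2 growth medium on 0.1% gelatin-coated wells | dosing = one compound dose added by pin transfer | signal = immunofluorescence imaging | read-out basis = % PE-positive cells | control set = TNF-alpha, DMSO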
PGC1a acetyl inh = modulators of PGC1a acetylation; U2OS PGC1a acetylation, AlphaScreen anti-acetyl-lysine; with virally co-expressed GCN5 acetyltransferase; inhibition, % at 15.6 µM; 350,000 compounds, 0.17% hits; AID 651687;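 active means every replicate shows inhibition of at least 40%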;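 further: 0% = neutral control wells and 100% = positive control wells; some results beyond the cut were filed as inactive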
ERAP1 inh = ERAP1 (human) enzyme inhibition; Q9NZ08; recombinant ERAP1, Leu-AMC fluorescence, 60 min; inhibition, % at 10.7 µM; 340,000 compounds, 0.15% hits;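 active means mean replicate inhibition of at least 30%, or all replicates individually reaching that 30% level; inactive means mean below 30% and not every replicate reaching it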;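 further: 0% = neutral control wells and 100% = L-leucinethiol positive control wells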
Target sequence (Q9NZ08 whole entry, looked up): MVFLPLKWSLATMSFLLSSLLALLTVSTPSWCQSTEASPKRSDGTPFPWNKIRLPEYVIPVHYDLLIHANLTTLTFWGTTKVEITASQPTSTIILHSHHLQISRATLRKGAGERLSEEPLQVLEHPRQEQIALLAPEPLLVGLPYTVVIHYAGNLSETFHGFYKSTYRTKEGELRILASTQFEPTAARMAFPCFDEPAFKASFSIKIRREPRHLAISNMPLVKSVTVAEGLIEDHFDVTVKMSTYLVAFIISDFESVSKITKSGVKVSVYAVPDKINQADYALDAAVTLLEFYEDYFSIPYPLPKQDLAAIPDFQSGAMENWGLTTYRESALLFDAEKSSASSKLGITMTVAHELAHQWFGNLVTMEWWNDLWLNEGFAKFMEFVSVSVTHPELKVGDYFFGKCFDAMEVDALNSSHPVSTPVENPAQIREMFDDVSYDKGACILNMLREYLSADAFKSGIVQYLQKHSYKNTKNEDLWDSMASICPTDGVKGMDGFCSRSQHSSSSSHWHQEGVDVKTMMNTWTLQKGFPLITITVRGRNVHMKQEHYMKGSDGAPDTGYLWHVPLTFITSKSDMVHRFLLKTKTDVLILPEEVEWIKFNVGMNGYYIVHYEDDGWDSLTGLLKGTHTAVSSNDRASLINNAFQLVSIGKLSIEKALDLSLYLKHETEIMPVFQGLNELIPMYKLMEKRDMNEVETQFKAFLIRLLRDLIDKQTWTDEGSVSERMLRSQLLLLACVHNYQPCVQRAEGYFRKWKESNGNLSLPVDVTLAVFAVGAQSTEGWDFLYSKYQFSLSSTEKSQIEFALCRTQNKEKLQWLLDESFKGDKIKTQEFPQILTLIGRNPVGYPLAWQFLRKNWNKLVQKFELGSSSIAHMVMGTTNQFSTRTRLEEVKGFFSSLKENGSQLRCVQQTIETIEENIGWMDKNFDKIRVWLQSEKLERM
PglD DTNB = PglD (C. jejuni) enzyme inhibition; purified PglD enzyme, DTNB colorimetric CoA detection; inhibition, % at 12.5 µM; 360,000 compounds, 0.098% hits; AID 602405; in the data active means inhibition above about 16%, passing the limit was not always enough; further: strong numbers were not always called active
RAD52 anneal inh = RAD52 (human) annealing inhibition; inhibition, % at 18.7 µM; recombinant RAD52 DNA annealing, FRET fluorescence; AID 651710; P43351; 360,000 compounds, 0.46% hits;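 active means every replicate showing at least 50% inhibition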
The depositor's hits bear a star; · = no result given; & = joins results of further samples; [ ] = another dose, or the depositor's remark. Random draw from the library, and some 1.4% of all compounds hit somewhere here.

The opening 2 compounds (preview)
cpd	SMILES	Cneo AK release	ERAP1 inh	miR-122 sensor	PglD DTNB
1	O=C(c1ccccn1)N1C[C@@H]2[C@H](c3ccccc31)[C@H](CO)N2C(=O)C1CCCCC1	41	1	11[16.7 µM]	-1
2	CC(C)CC(=O)Nc1ccccc1N1CCN(C(=O)c2ccccc2)CC1	-2	·	1	-2

cpd	PGC1a acetyl inh	RAD54 branch	RAD52 anneal inh	E-selectin induc
1	-6	3	-12	0.4
2	8	6	·	·

All compounds of this part, from the first entry:
cpd	SMILES	Cneo AK release	ERAP1 inh	miR-122 sensor	PglD DTNB
1	O=C(c1ccccn1)N1C[C@@H]2[C@H](c3ccccc31)[C@H](CO)N2C(=O)C1CCCCC1	41	1	11[16.7 µM]	-1
2	CC(C)CC(=O)Nc1ccccc1N1CCN(C(=O)c2ccccc2)CC1	-2	·	1	-2
3	C[C@@H]1CN([C@H](C)CO)C(=O)c2cc(NC(=O)NC3CCCCC3)ccc2O[C@H]1CN(C)S(=O)(=O)c1ccccc1	2	2	5[16.7 µM]	-12
4	Cc1noc(C)c1NC(=O)Nc1ccc2c(c1)C(=O)N([C@H](C)CO)C[C@H](C)[C@H](CN(C)C(=O)C1CCCCC1)OCCCC[C@@H](C)O2	2	-3	1[16.7 µM]	0
5	COC(=O)c1ccc(CNC(=O)c2sccc2-c2ccccc2)cc1	1	1	·	-4
6	COc1ccc(NC(=O)c2ccc(-c3ccc([N+](=O)[O-])cc3)o2)cc1OC	-8	0	8	4
7	C[C@@H]1CN([C@H](C)CO)S(=O)(=O)c2ccc(-c3cccc(C#N)c3)cc2O[C@@H]1CN(C)C(=O)Nc1ccccc1F	-2	1	24[16.7 µM]	-1
8	C=CCn1c(=O)c2ccccc2n2c(SCC(=O)N3CCCc4ccccc43)nnc12	2	·	-2	8
9	C[C@@H]1CCCCO[C@@H](CN(C)C(=O)Cc2ccccc2)[C@H](C)CN([C@@H](C)CO)C(=O)c2cc(NC(=O)CCC(F)(F)F)ccc2O1	-2	·	-7[16.7 µM]	-5
10	O=C(O/N=C(/c1ccccc1)c1ccncc1)c1ccc(F)cc1	·	0	-2	·
11	COc1ccc(/C=N/NC(=O)CNC(=O)c2ccncc2)cc1OC	-2	3	·	-6
12	O=C1N(c2cccc3ccccc23)C(c2ccccc2)N2CCCN12 (stereo not given)	2	·	-3	-5
13	C[C@@H]1COC(=O)[C@@H](CC(=O)OC(C)(C)C)C/C=C\C[C@H](CC(=O)N(CCO)Cc2ccccc2)C(=O)N1	12	2	-18	-1
14	Cc1nn(-c2ccc(N3CCCCC3)nn2)c(C)c1CCC(=O)Nc1ccc(F)cc1	-3	3	-13	2
15	O=C1CSC2(C(=O)N3CCCc4cccc2c43)N1c1cccc(C(F)(F)F)c1 (stereo not given)	1	·	9	-2

cpd	PGC1a acetyl inh	RAD54 branch	RAD52 anneal inh	E-selectin induc
1	-6	3	-12	0.4
2	8	6	·	·
3	7	-1	-7	-19
4	-1	-4	10	0.0
5	·	12	-14	·
6	8	5	-12	·
7	19	7	-31	-0.2
8	-1	3	·	·
9	3	-9	·	·
10	-1	·	-6	2.2
11	·	11	-14	·
12	-3	-10	·	·
13	·	3	-13	-0.1
14	-1	1	-6	·
15	-8	4	·	·

Quoted from the listing:
`O=C1CSC2(C(=O)N3CCCc4cccc2c43)N1c1cccc(C(F)(F)F)c1` (stereo not given) – RAD54 branch: 4
`C=CCn1c(=O)c2ccccc2n2c(SCC(=O)N3CCCc4ccccc43)nnc12` – PGC1a acetyl inh: -1
`O=C1N(c2cccc3ccccc23)C(c2ccccc2)N2CCCN12` (stereo not given) – RAD54 branch: -10

Following part.
cpd	SMILES	Cneo AK release	ERAP1 inh	miR-122 sensor	PglD DTNB
16	O=S(=O)(NCc1ccccn1)c1ccc(F)cc1	10	-5	4	-4
17	Cc1ccc(C(=O)Nc2cccc(-c3cnc4ccccc4n3)c2)cc1	0	·	-2	0
18	O=C1Nc2ccccc2N=C(c2ccccc2)C1N(C(=O)c1ccnc2ccccc12)c1ccccc1 (stereo not given)	-1	-5	5	2
19	C(=C\c1ccccn1)/c1ccncc1	-2	1	5	2
20	CC(C)CC#Cc1cnc2c(c1)C(=O)N([C@H](C)CO)C[C@@H](C)[C@@H](CN(C)S(C)(=O)=O)O2	5	-1	0[16.7 µM]	0
21	CC(C)Cc1cc(C(=O)N2CCCC(C(=O)c3cc(F)ccc3F)C2)n(C)n1 (stereo not given)	-2	1	1	-5
22	CCN(CC)S(=O)(=O)c1ccc(OCCNS(C)(=O)=O)cc1	·	-3	·	·
23	C[C@H](NC(=O)C[C@@H]1C=C[C@@H](NS(=O)(=O)c2cccc(F)c2)[C@H](CO)O1)c1ccccc1	2	-1	-2[16.7 µM]	-2
24	CCc1cc(C(c2ccc(F)cc2)N2CCOCC2)c(NC(=O)c2ccccc2)s1 (stereo not given)	2	·	10	-8
25	CC(C)C(NS(=O)(=O)c1cccc2nsnc12)C(=O)N1CCc2ccccc2C1 (stereo not given)	0	·	7	6
26	CC1(C(=O)Nc2ccc3c(c2)OCCO3)CCN1C(=O)CC1CCCC1 (stereo not given)	0	3	5	2
27	COc1ccccc1Cn1nnc2c(=O)[nH]c(C3CCN(C(=O)c4ccc(C)cc4)CC3)nc21	-2	·	-7	-5
28	C[C@@H]1CN([C@@H](C)CO)S(=O)(=O)c2ccc(-c3ccc(C(=O)N(C)C)cc3)cc2O[C@H]1CN(C)C(=O)Cc1ccccn1	-1	-4	3[16.7 µM]	0
29	O=[N+]([O-])c1ccc2nc(/C=C/c3ccc(Cl)cc3)[nH]c2c1	-2	·	2	-1
30	Cc1c(C(=O)Nc2ccc(Cl)cc2)c2ccccn2c1C(=O)c1ccc([N+](=O)[O-])cc1	-1	·	-1	1

cpd	PGC1a acetyl inh	RAD54 branch	RAD52 anneal inh	E-selectin induc
16	2	6	-8	·
17	-12	6	·	·
18	-1	6	-13	-1.1
19	1	7	-12	·
20	7	12	6	-0.2
21	-1	3	-15	3.8
22	5	·	-14	9.8
23	-2	-10	-11	0.8
24	1	2	·	·
25	-4	-4	·	0.5
26	-12	-4	0	-0.3
27	6	3	·	·
28	22	3	10	-0.3
29	-22	7	·	·
30	11	2	·	·

Entries by screen from above:
Entries 23–28 in miR-122 sensor, in turn: -2[16.7 µM], 10, 7, 5, -7, 3[16.7 µM]

(list continues)
cpd	SMILES	Cneo AK release	ERAP1 inh	miR-122 sensor	PglD DTNB
31	COc1ccc(CCNC(=O)C2(C)CCC(=O)N2Cc2ccc3c(c2)OCO3)cc1OC (stereo not given)	1	1	0	-1
32	NNC(=O)CCc1ccc(S(=O)(=O)N2CCOCC2)cc1	·	2	0	·
33	CCCNC(=O)Nc1ccc2c(c1)C(=O)N(C)C[C@H](OC)[C@H](C)CN(C(=O)C1CC1)[C@H](C)CO2	14	0	·	4
34	c1ccc(OCCOc2ncnc3sccc23)cc1	0	·	0	-3
35	COc1cc2c(cc1OC)C(C)N(C(=O)c1cc3c(s1)-c1c(C)cccc1OC3)CC2 (stereo not given)	0	3	6	1
36	Cc1sc2nc(SCC(=O)Nc3ccc(Cl)c(C(=O)O)c3)[nH]c(=O)c2c1C	2	1	-2	2
37	CCC(=O)Nc1ccc2c(c1)C(=O)c1ccccc1C2=O	-4	·	5	6
38	CCc1noc(C)c1C(=O)NCCc1ccc(Cl)cc1	-1	2	-4	1
39	CC(CCc1ccccc1)NC(=O)CNC(=O)c1cccs1 (stereo not given)	-3	-5	·	1
40	CCC(=O)Nc1cccc(NC(=S)NC(=O)c2ccc(C)cc2)c1	·	-3	3	·
41	CCCCn1nc(C(=O)N(CCOC)c2c(N)n(CCCC)c(=O)[nH]c2=O)c2ccccc2c1=O	3	-1	-6	2
42	C[C@@H]1CN([C@H](C)CO)S(=O)(=O)c2ccc(Br)cc2O[C@H]1CN(C)S(C)(=O)=O	-1&-1&-5	8&-1&-2	0	4&1&-2
43	O=S(=O)(NC(=S)NC1CCCCC1)c1cccs1	·	-4	·	·
44	COc1ccccc1OCc1ccc(C(=O)NC(C)(C)C)o1	0	·	3	4
45	COc1ccc2cc3cc(C(=O)NCCN4CCc5ccccc5C4)oc3nc2c1	-7	·	2	-3

cpd	PGC1a acetyl inh	RAD54 branch	RAD52 anneal inh	E-selectin induc
31	-2	-4	-4	0.0
32	·	·	-15	5.5
33	8	1	5	-0.2
34	18	-1	·	·
35	-18	4	-15	1.0
36	-2	2	-9	·
37	6	23	·	·
38	4	-2	2	-0.3
39	·	-13	-17	-0.2
40	-2	·	-10	0.5
41	10	-6	-19	1.1
42	7&-7&-9	-3&-14&-7	1&-24&-3	2.9&-2.4
43	-1	·	-7	0.4
44	1	-2	·	·
45	-14	31	·	·

(continued)
cpd	SMILES	Cneo AK release	ERAP1 inh	miR-122 sensor	PglD DTNB
46	Cc1[nH]nc2nc(SCC(=O)NCC3CCCO3)n(-c3ccc(Br)cc3)c(=N)c12 (stereo not given)	1	·	-5	3
47	CC1(C)CC(NC2C3CC4CC(C3)CC2C4)CC(C)(C)N1 (stereo not given)	-2	6	3	1
48	CN(Cc1ccc(Cl)cc1)C(C(=O)NC1CCCCC1)c1ccnc2ccccc12 (stereo not given)	-2	-3	-4	-6
49	C[C@H]1CN([C@@H](C)CO)C(=O)c2cc(NC(=O)C3CC3)ccc2O[C@@H]1CN(C)Cc1ccc(C(=O)O)cc1	2	1	1[16.7 µM]	1
50	Cc1sc2ncn(CC(=O)N3CCC(C(N)=O)CC3)c(=O)c2c1S(=O)(=O)N1CCOCC1	0	4	·	6
51	NS(=O)(=O)c1ccc(NC(=O)c2ccc(Cl)c(S(=O)(=O)NCc3ccco3)c2)cc1	0	0	·	6
52	COc1ccc(CCNC(=O)CN(c2ccc(OC)c(OC)c2)S(=O)(=O)c2ccccc2)cc1OC	1	-2	·	-306
53	COc1ccccc1N1CCN(C(=O)COc2cc(C)cc(C)c2)CC1	·	3	·	·
54	COc1ccc(C#Cc2ccc([C@@H]3[C@H](CO)N4CCCCN(C(=O)Nc5ccccc5)C[C@@H]34)cc2)cc1	0	4	-36[16.7 µM]	0
55	CCCCN(C(=O)CCCSc1nc2ccccc2[nH]1)c1c(N)n(Cc2ccccc2)c(=O)[nH]c1=O	0	-5	5	3
56	Cc1cn([C@H]2C[C@H](O)[C@@H](/C=C/C(=O)NCCc3cccs3)O2)c(=O)[nH]c1=O	-2	0	1	-1
57	O=[N+]([O-])c1cccc(S(=O)(=O)N2CCN(c3ccccn3)CC2)c1	-1	-4	-4	-18
58	O=c1c2ccccc2nc(SCc2cn3ccsc3n2)n1-c1ccccc1	1	·	3	-1
59	COc1ccc(-c2cc(C(=O)NC(C)c3ccccn3)c3ccccc3n2)cc1OC (stereo not given)	-3	13	-8	2
60	CC1=C(C(=O)OCC2CCCO2)C(c2coc3ccccc3c2=O)C2=C(CCCC2=O)N1 (stereo not given)	·	0	·	·
61	CCOc1ccccc1N1Cc2ccccc2C1	1	·	-6	4
62	Cc1ccc(NCc2nc3ccccc3n2C)c(C)c1	-2	-4	3	-2

cpd	PGC1a acetyl inh	RAD54 branch	RAD52 anneal inh	E-selectin induc
46	-1	-11	·	·
47	-18	-12	-12	6.7
48	2	-6	-11	0.2
49	-5	-6	-13	-0.3
50	·	-6	-10	0.0
51	·	3	-11	-0.5
52	·	3	-11	-2.7
53	-5	·	-6	0.5
54	-78	2	1	-0.6
55	-5	-4	-4	-0.2
56	-1	-3	0	-0.2
57	·	-3	-6	·
58	-10	7	·	·
59	4	-1	-2	·
60	-4	·	-1	8.7
61	-7	-1	·	·
62	·	10	-1	0.2

Screening results: PubChem BioAssay, Broad Institute
